# Screening data from PubChem BioAssay.
# 697 NFkB inh = inhibitors of PMA/ionomycin-induced NF-kB reporter, 697 cells, primary screen, B-cell NF-kB inhibitor project, cell-based, luminescence, uHTS. 697 B-cell NF-kB luciferase reporter, 16 h. inhibition, % at 4 µM. actives 0.33% (n = 330,000); in the data active = inhibition above about 35%
# CCR6 antag = CCR6 receptor antagonists, primary screen, cell-based, CHO-K1, luminescence, beta-arrestin, uHTS | CHO-K1 CCR6 PathHunter beta-arrestin, CCL20-stimulated | AID 493098, 2011 | actives 0.49% (n = 340,000) | inhibition, % at 20 µM | C-C chemokine receptor type 6 (Homo sapiens), P51684;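 active = compounds whose inhibition of the agonist-driven luminescence signal at 20 µM reaches about 50%, limit read from the data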;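 note: cells stimulated with CCL20 at 14 nM final; plate controls were DMSO with CCL20 for no effect and DMSO without agonist for full effect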
# Target sequence (P51684 whole entry, looked up): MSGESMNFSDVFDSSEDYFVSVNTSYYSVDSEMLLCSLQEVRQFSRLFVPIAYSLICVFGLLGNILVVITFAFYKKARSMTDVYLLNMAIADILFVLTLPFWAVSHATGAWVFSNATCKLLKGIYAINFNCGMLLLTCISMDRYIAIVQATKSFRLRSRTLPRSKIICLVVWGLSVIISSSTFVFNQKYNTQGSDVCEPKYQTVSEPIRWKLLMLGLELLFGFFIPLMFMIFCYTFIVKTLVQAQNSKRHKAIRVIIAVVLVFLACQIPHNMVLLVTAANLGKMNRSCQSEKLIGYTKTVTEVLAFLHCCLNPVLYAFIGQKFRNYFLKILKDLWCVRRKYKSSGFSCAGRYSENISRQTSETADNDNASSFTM
# UBC13 inh = UBC13 polyubiquitin chain formation inhibitors, primary screen, biochemical, TR-FRET, uHTS | Ubiquitin-conjugating enzyme E2 N (Homo sapiens), P61088 | inhibition, % at 20 µM | actives 0.47% (n = 330,000) | AID 485273, 2010; in the data active = inhibition above about 45%, passing the limit was not always enough
# Target sequence (P61088 whole entry, looked up): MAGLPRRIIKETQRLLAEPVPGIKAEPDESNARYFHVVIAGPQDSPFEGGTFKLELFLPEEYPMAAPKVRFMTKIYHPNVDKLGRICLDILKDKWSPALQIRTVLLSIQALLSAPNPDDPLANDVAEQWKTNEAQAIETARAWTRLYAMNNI
# Jurkat NFkB inh = inhibitors of induced NF-kB luciferase reporter, primary screen, TCR NF-kB activation inhibitor project, cell-based, luminescence, uHTS; actives 0.53% (n = 330,000); inhibition, % at 4 µM; Jurkat, PMA/ionomycin-induced NF-kB luciferase reporter
# EBI2 block = EBI2 receptor antagonists, beta-arrestin recruitment, primary screen, cell-based, luminescence, 7a,25-OHC stimulation, uHTS; G-protein coupled receptor 183 (Homo sapiens), P32249; inhibition, % at 5 µM; actives 0.81% (n = 360,000); 7a,25-OHC stimulated; AID 651636, 2012; in the data active = inhibition above about 38%;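 note: enzyme fragment complementation signal reports receptor beta-arrestin coupling in cells; 0% = agonist plus DMSO wells and 100% = wells without agonist; some results beyond the cut were filed as inactive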
# Target sequence (P32249 whole entry, looked up, the tested form may be a part): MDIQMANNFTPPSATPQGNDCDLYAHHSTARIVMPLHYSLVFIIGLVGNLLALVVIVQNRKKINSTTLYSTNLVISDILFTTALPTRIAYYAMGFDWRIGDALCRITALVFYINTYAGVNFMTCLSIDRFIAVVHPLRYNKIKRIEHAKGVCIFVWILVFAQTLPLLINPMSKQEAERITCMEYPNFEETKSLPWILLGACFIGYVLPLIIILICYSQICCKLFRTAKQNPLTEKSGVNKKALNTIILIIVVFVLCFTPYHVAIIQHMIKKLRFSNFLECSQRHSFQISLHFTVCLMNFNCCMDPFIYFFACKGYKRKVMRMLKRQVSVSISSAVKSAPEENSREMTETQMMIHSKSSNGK
# Gli-Sufu antag = Gli-Sufu pathway antagonists, primary screen, luciferase luminescence, Sufu-KO-LIGHT cells, uHTS | actives 0.74% (n = 340,000) | Sufu-KO-LIGHT fibroblasts, Gli luciferase reporter luminescence | AID 588413, 2011 | inhibition, % at 5 µM;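 active = inhibition above about 55%, limit read from the data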;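 note: 0% = DMSO-treated cells and 100% = wells with medium but no cells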
# SENP8 block = SENP8 protease inhibitors, primary screen, biochemical, luminescence; Sentrin-specific protease 8 (Homo sapiens), Q96LD8; purified SENP8, Z-RLRGG-aminoluciferin cleavage; inhibition, % at 10 µM; actives 1.2% (n = 330,000); AID 2540, 2010
# Apaf-1 inh = inhibitors of human Apaf-1 apoptosome, primary screen, biochemical, DEVD-Rh110 fluorescence, uHTS | Apoptotic protease-activating factor 1 (Homo sapiens), O14727 | reconstituted apoptosome caspase-3 activity | inhibition, % at 20 µM | actives 0.71% (n = 330,000); active = inhibition of at least 40% at 20 µM;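 note: plate controls were DMSO wells for no effect and DEVD-CHO caspase inhibitor wells for full effect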
#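 System: reconstituted apoptosome with Apaf-1, cytochrome c, caspase-9, procaspase-3, dATP; Signal: Rh110 fluorescence intensity; Schedule: 30 min compound preincubation, 50 min activation, room temperature; Reagent: cytochrome c trigger plus (Z-DEVD)2-Rh110 caspase-3 substrate.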
# The depositor's hits bear a star; · = not tested or not shown; & = joins results of further samples. Cut-off read from the data, not from the text of the source, unless noted: active = inhibition above about 50%; inactive = the rest. This is a subset (hit frequency here may not be typical).
compound	697 NFkB inh	CCR6 antag	UBC13 inh	Jurkat NFkB inh	EBI2 block	Gli-Sufu antag	SENP8 block	Apaf-1 inh
C#CCOCCOCCOCCNc1nc(N2CCN(C(=O)[C@H]([C@@H](C)CC)n3cc([C@@H](N)Cc4ccc(O)cc4)nn3)CC2)nc(N2CCN(C(=O)[C@H](CCCCN)n3cc([C@@H](N)C(C)CC)nn3)CC2)n1 (stereo not given in full)	5	2	67*	3	-10	5	0	22
COc1ccc([C@H]2CC(=O)C=C(c3ccc(C(F)(F)F)c(C(F)(F)F)c3)C2)cc1OC	-21	9	7	4	7	0	1	11
O=C(CCCCCNC(=O)c1ccccc1)N=Nc1c(O)[nH]c2c(Br)cc(Br)cc12	-10	·	-5	3	·	·	5	19
CCOC(=O)C1=C(CN2CCSCC2)NC(=O)NC1c1ccc2c(c1)OCO2 (stereo not given)	-4	5	1	3	4	-11	2	-2
COC(=O)c1ccc(CSc2cc(C)c3cccc(C)c3n2)o1	-8	7	-7	3	0	-3	-13	14
CCOC(=O)Cc1csc(NC(=O)CCc2ccccc2)n1	-3	23	6	2	5	-2	-3	-17
Cc1cc(N2C(=O)CC(Cc3ccccc3)C2=O)no1 (stereo not given)	11	8	3	9	1	-9	-6	-4
O=C(NCc1ccccc1F)C1CCCN(C(=O)Nc2ccc(F)cc2)C1 (stereo not given)	1	12	-2	12	16	19	-5	8
CCOC(=O)C(C(=O)Nc1nccs1)C1CCCCC1 (stereo not given)	-9	-1	-4	-1	3	-1	-5	10
Cc1cc(C)c2c(=O)n(CC(=O)N3CCC(Cc4ccccc4)CC3)sc2n1	-3	·	-20	11	·	·	7	-6
CCOc1ccc(CNC2CCCCCCC2)cc1OC	5	13	7	5	-5	17	-14	-18
Cc1csc(NC(=O)CSc2nc(=O)[nH]c3c2CCCC3)n1	0	-5	4	-5	-11	-13	-6	-6
Cc1nc(=O)c(-c2ccccc2)c(C)n1-c1ccccc1Cl	17	8	5	-7	8	-1	3	-6
COc1ccc(C(=O)C[n+]2ccc(-c3nnc4n3CCC4)cc2)cc1	15	0	-4	6	-17	-1	7	27
COc1ccc(/C=N/S(=O)(=O)c2ccccc2)cc1OC	29	-6	-2	3	-7	4	6	-9
Cc1sc(NC(=O)C2CCCCC2C(=O)O)c(C(N)=O)c1-c1ccccc1 (stereo not given)	-64	24	-9	-27	5	-2	-6	5
Cc1nnc(N(C)C(=O)c2ccccn2)s1	19	7	-3	4	2	-19	0	-10
CC1CCN(C(=O)Nc2ccc3nsnc3c2)CC1	-23	-3	6	-33	-3	-46	-4	2
COc1ccc(C(=O)Nc2c3c(nn2C(C)(C)C)CS(=O)(=O)C3)cc1OC	-5	7	-3	-15	-14	8	-9	1
COc1ccc(OC)c(NC(=O)c2sc3nc(C)cc(C)c3c2N)c1	0	5	8	-7	-2	-3	0	-21
CCN(CC)S(=O)(=O)c1ccc(N2CCOCC2)c(NS(=O)(=O)c2cc(C(C)(C)C)ccc2C)c1	20	6	2	1	25	25	-1	23
CCN(C(=O)c1cc2ccccc2oc1=O)c1ccccc1	-24	20	-5	-42	-4	-62	14	13
Cc1ccc2cc(/C=N/NC(=O)c3ccccc3O)c(Cl)nc2c1	9	6	-5	0	-1	20	-3	9
COC(=O)NCC(c1cccnc1)N1CCN(c2ccccc2OC)CC1 (stereo not given)	20	4	3	28	-1	-1	6	-6
CC(=O)Nc1ccc(NC(=O)C2CCN(C(=O)c3cccs3)CC2)cc1	-10	3	-14	-7	-3	-7	-10	2
O=C(CCc1nc2ccccc2s1)OCC(=O)N1CCN(C(=O)c2ccco2)CC1	16	13	3	-11	-11	-6	3	12
COc1ccccc1N(CC(=O)NCCc1ccccc1)C(=O)CCC(=O)Nc1cc(C)ccn1	-5	7	6	4	2	10	14	2
Cc1ccc(S(=O)(=O)N(C)CCCC(=O)Nc2cccc3ccccc23)cc1	-28	-2	-7	3	2	-1	-7	7
CN1C/C(=C\c2ccc(N3CCOCC3)cc2)C(=O)/C(=C/c2ccc(N3CCOCC3)cc2)C1	-29	22	-59	-8	6	5	-2	10
CCNC(=S)N/N=C/c1ccc(C#N)cc1	2	0	3	4	3	-5	5	0
C=CCc1ccc(OCCCCCN2CCOCC2)c(OC)c1	-16	13	1	-9	-1	4	-3	11
COc1ccc(NS(=O)(=O)c2cc(NC(=O)c3ccc(=O)[nH]n3)ccc2N2CCOCC2)cc1	9	4	16	-1	1	2	3	-7
CC(C)(C)C(=O)CC1(O)C(=O)N(Cc2ccccc2)c2ccccc21 (stereo not given)	15	-3	4	2	-11	-5	-4	-11
CC(C)c1ccc(OCC(=O)NC2CCCC2)cc1	-2	6	-3	-16	1	-5	1	13
CC1=C(C(=O)OCc2ccc(C)cc2)C(c2ccc(O)c([N+](=O)[O-])c2)NC(=O)N1 (stereo not given)	5	3	-5	7	-4	-2	5	0
Cc1cccc(C(=O)Nc2ccc(S(=O)(=O)N3CCOCC3)cc2C)c1	-7	6	-8	6	-10	22	-4	3
O=C(Cn1nnc(-c2ccncc2)n1)Nc1ccc2c(c1)CCC2	-7	0	-7	5	-8	-10	0	9
CC(C)OCCCNS(=O)(=O)c1ccc2c(c1)OCCO2	-3	-1	-5	5	-2	0	5	0
COc1ccc(CNC(=O)[C@H](Cc2ccccc2)NC(=O)C2CCNCC2)cc1	-21	19	2	-6	-13	-15	3	-1
Cc1cccc(NC(=O)c2ccc(Cl)c(S(=O)(=O)N3CCCCC3)c2)n1	-9	16	5	-1	12	-6	-22	-4
COc1ccc(CN2CCN(Cc3cc4ccccc4o3)CC2CCO)c(F)c1 (stereo not given)	7	10	-1	4	-5	17	8	0
COc1ccc2[nH]c3c(c2c1)CC(C)NC3=O (stereo not given)	-30	16	1	15	4	-11	-4	-4
CC1(C)Cc2ccccc2C(=NC(Cc2c[nH]c3ccccc23)C(=O)O)N1 (stereo not given)	-19	16	-12	-9	-2	2	-3	4
CC(C)C(NC(=O)c1ccc(Cl)cc1)C(=O)NCC1CCCO1 (stereo not given)	26	-2	2	-3	3	0	0	1
CCOc1ccccc1NC(=O)c1ccccc1NC(=O)c1ccco1	-30	14	-3	-56	20	21	-5	17
CSCC(=O)N1CCCC(CNC(=O)c2ccccc2Cl)C1 (stereo not given)	9	9	0	-9	-3	0	-4	5
CCN=C1SC(CC(=O)Nc2ccccc2)C(=O)N1CC (stereo not given)	-10	10&7	-12	-21	-10&3	-10&-1	-10	1
O=C1CSC(c2ccccn2)N1c1ccc2ccccc2c1 (stereo not given)	-5	1	-7	-9	2	1	-10	1
Cc1cc(C)c(C)c(OCCCn2ccnc2)c1	8	-9	2	-2	-17	21	-10	4
O=C(N[C@@H](Cc1ccccc1)C(=O)N[C@@H](Cc1ccccc1)C(=O)O)OCc1ccccc1	10	-1	-9	5	-11	4	6	-9

# An excerpt of these results, field by field:
> CCNC(=S)N/N=C/c1ccc(C#N)cc1
- 697 NFkB inh: 2
- CCR6 antag: 0
- UBC13 inh: 3
- Jurkat NFkB inh: 4
- EBI2 block: 3
- Gli-Sufu antag: -5
- SENP8 block: 5
- Apaf-1 inh: 0

> C=CCc1ccc(OCCCCCN2CCOCC2)c(OC)c1
- 697 NFkB inh: -16
- CCR6 antag: 13
- UBC13 inh: 1
- Jurkat NFkB inh: -9
- EBI2 block: -1
- Gli-Sufu antag: 4
- SENP8 block: -3
- Apaf-1 inh: 11

# Other structures follow:
compound	697 NFkB inh	CCR6 antag	UBC13 inh	Jurkat NFkB inh	EBI2 block	Gli-Sufu antag	SENP8 block	Apaf-1 inh
CCC(=O)Nc1cccc2cccnc12	5	4	-8	3	-1	-3	0	5
O=C(Nc1ccc(N2CCOCC2)cc1)C1CC1	1	-13	5	-1	-7	-4	4	-5
O=C(Nc1ccc(N2CCCC2=O)cc1)c1cccc(F)c1	-104	-11	-2	-93	-30	-59	72*	-6
COC(=O)c1ccc(CNC(=O)COC(=O)CCN2C(=O)C3CC=CCC3C2=O)cc1 (stereo not given)	-28	-5	-5	5	-4	-10	-4	0
CNC(=O)C(=O)Nc1c(C)cc(C)cc1C	-19	-5	-3	-7	-1	-7	-10	9
Cn1c(-c2ccc(C=O)s2)nc2c3ccccc3c3ccccc3c21	-3	-33	-5	-24	4	30	-2	12
COC(=O)c1ccc(-c2ncc[nH]2)cc1	4	6	9	5	-5	-10	3	-7
O=C(OCc1ccc(Br)cc1)c1ccncc1	-1	12	5	-8	2	0	-9	8
COc1cccc(NC(=O)c2c(C)cc(C)cc2CC(C)(C)C(=O)O)c1	13	0	4	-7	0	3	-4	-22
CSc1nsc(SCC(=O)Nc2ccccc2F)n1	-1	11	-2	-69	0	0	0	7
Cc1ccn2c(=O)nc(SCC(=O)NCc3ccccc3)nc2c1	5	15	-3	2	-12	-7	1	0
O=C(O)CN(Cc1ccco1)S(=O)(=O)c1ccc(F)cc1	2	9	2	-4	7	-17	-1	-2
CN(C)c1nc(F)c(F)c(S(=O)(=O)c2ccccc2)c1F	-5	10	2	6	-2	-3	-2	5
CCn1cc(NC(=O)Nc2ccc(OC)c(OC)c2)c(C(N)=O)n1	1	-5	-18	-11	-1	1	-6	11
CC(=O)NC12CC3CC(C1)CC(C(=O)N(C)CC(=O)Nc1ccc(F)c(F)c1F)(C3)C2	5	4	0	-10	-2	1	-9	17
Cc1ccc(OCC(=O)c2c(N)n(C)c(=O)n(C)c2=O)c([N+](=O)[O-])n1	-6	4	-3	-12	0	6	-7	12
CCn1c(CSc2ncn[nH]2)nc2cc(C(=O)O)ccc21	9	-9	5	0	-7	2	1	0
Nc1nc(N2CCOCC2)nc(N(c2ccccc2)c2ccccc2)n1	12	5	-3	2	0	·	2	9
N#Cc1cccc(C(c2nnnn2CCc2ccccc2)N2CCN(C3CCCCC3)CC2)c1 (stereo not given)	1	19	8	-7	-4	5	-4	2
O=c1[nH]c(-c2ccccc2)c(-c2ccccc2)nc1[N+](=O)[O-]	-8	-2	3	-6	-8	5	-8	13
O=C(C1CCCO1)N1CCN(C(=S)Nc2cccc(F)c2)CC1 (stereo not given)	-18	10	-1	2	-3	2	-2	-5
Cc1ccc(-c2nc(CS(=O)CC(=O)NCc3ccccn3)c(C)o2)cc1 (stereo not given)	-12	0	-1	6	2	2	10	-4
O=C(CSC1CC(=O)N(CCc2ccccc2)C1=O)Nc1ccc(Br)cc1 (stereo not given)	29	11	14	-1	20	-6	-4	6
CCCn1c(NC(=O)CN2C(=O)NC3(CCCCC3)C2=O)nc2ccccc21	18	6	-3	16	1	5	6	1
O=C(COc1ccccc1)Nc1nn[nH]n1	6	2	0	3	2	0	0	0

# Four compounds from above, limited to UBC13 inh, Jurkat NFkB inh and SENP8 block:
structure,UBC13 inh,Jurkat NFkB inh,SENP8 block
CN(C)c1nc(F)c(F)c(S(=O)(=O)c2ccccc2)c1F,2,6,-2
CCn1cc(NC(=O)Nc2ccc(OC)c(OC)c2)c(C(N)=O)n1,-18,-11,-6
CC(=O)NC12CC3CC(C1)CC(C(=O)N(C)CC(=O)Nc1ccc(F)c(F)c1F)(C3)C2,0,-10,-9
Cc1ccc(OCC(=O)c2c(N)n(C)c(=O)n(C)c2=O)c([N+](=O)[O-])n1,-3,-12,-7

# The list goes on.
compound	697 NFkB inh	CCR6 antag	UBC13 inh	Jurkat NFkB inh	EBI2 block	Gli-Sufu antag	SENP8 block	Apaf-1 inh
COc1cccc(NC(=O)c2cc3cccc(OC)c3o/c2=N\O)c1	-211	·	0	-117	·	·	8	-3
CCc1ccc2c(CN3CCC(C(=O)OC)CC3)cc(=O)oc2c1	0	19	-6	-18	2	8	2	13
COc1ccccc1N1CCN(Cc2cccc(OC)c2OC)CC1	-15	13	3	10	-9	7	5	9
CN(CC(=O)Nc1ccccc1Cl)CC(=O)Nc1cccc2ccccc12	3	10	11	-2	2	7	-3	1
